# Screening data as filed in PubChem BioAssay.
# TTR transcr act – activators of transthyretin transcription | actives 1.3% (n = 92,000) | SH-SY5Y TTR promoter Gaussia luciferase, luminescence; 100% = recombinant luciferase protein wells | AID 1117267 | activation, % at 16.7 µM;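 active means activation above the mean of all tested compounds plus 3 SD, cut at about 9.5% in these data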;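 further: cells exposed to compounds for one day before reading; 0% = median of all test compound wells on the plate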
# Active calls of the source: *.
TTR transcr act | Molecule
-1.5 | CCN(CC)CCOC(=O)c1ccc(NC(=O)c2cn(-c3ccccc3)nc2-c2cccs2)cc1
4.9 | CCn1c(=O)c(C(=O)NC(C)c2ccccc2)c(O)c2ccccc21 (stereo not drawn)
5.0 | CC(NCc1ccc(N(C)C)cc1)C1CC2CCC1C2 (stereo not drawn)
-0.8 | O=C(c1cc(-c2ccncc2)nc2ccccc12)N1CCN(c2ncccn2)CC1
0.1 | Cc1ccccc1N1CCN(C(=S)c2ccccc2)CC1
-1.6 | COc1ccc(Cl)cc1C(=O)NNC(=O)C1COc2ccccc2O1 (stereo not drawn)
-1.2 | C[C@@H]1CN([C@H](C)CO)C(=O)CCCn2nncc2CO[C@@H]1CN(C)C(=O)Nc1ccc2c(c1)OCO2
-0.3 | O=C(NCCN1CCOCC1)/C(=C\c1ccc(F)cc1)NC(=O)c1ccccc1
-0.8 | O=C(O)CCCCCN1C(=O)C2CCCCC2C1=O (stereo not drawn)
-1.3 | COC(=O)c1ccc(S(=O)(=O)N2CCCCCC2)n1C
-1.1 | Cc1ccc(SCc2cc(=O)[nH]c(/N=C(\N)Nc3cccc4ccccc34)n2)cc1
-2.6 | Cn1c(=O)c2[nH]c(NN=Cc3ccc(Br)cc3)nc2n(C)c1=O
0.3 | CCOc1ccc(N2C(=O)CC(N(Cc3ccco3)C(C)=O)C2=O)cc1 (stereo not drawn)
2.8 | Cn1cccc1/C=C(\C#N)c1ccccc1
0.0 | COc1ccc(NC(=O)N2CCCC2C(=O)Nc2ccccc2F)cc1 (stereo not drawn)
1.1 | Cn1nnc2cc(C(=O)Nc3ccc(Cl)cc3)ccc21
3.1 | C=CCOc1c(/C=N\NC(N)=O)cccc1OC
-1.5 | CN(Cc1cccnc1)Cc1cn(Cc2ccccc2)nc1-c1ccc2c(c1)OCO2
2.4 | CN(C)Cc1c(O)ccc2cc(-c3nc4ccccc4n3C)c(=O)oc12
-3.1 | Cc1ccc(C)c(NC(=O)COc2cccc3c2CCN(Cc2ccccc2)C3=O)c1
1.4 | Cn1c(=O)[nH]c(=O)c2c1nc(SCC(=O)Nc1ccccc1)n2Cc1ccccc1
2.8 | CC(=O)N/N=C/C1=CCC2CC1C2(C)C (stereo not drawn)
4.3 | COc1ccccc1N1CCN(Cc2cc3c(cc2O)OCO3)CC1
1.8 | COc1cc(/C=C2/N=C(C3CCCCC3)OC2=O)cc(OC)c1OC
0.1 | CCOc1ccc(-n2ccnc2SCC(=O)N2CCCc3ccccc32)cc1
4.6 | Cc1nc2c(C)cccn2c1/C(O)=C1\C(=O)C(=O)N(CCN(C)C)C1c1cccs1 (stereo not drawn)
8.5 | Cc1cc(C(=O)NC(=S)Nc2ccccc2N2CCCC2)ccc1[N+](=O)[O-]
-1.7 | CN(Cc1cccs1)C(=O)CCCc1c[nH]c2ccccc12
-1.4 | CCCNC(=O)c1cc(S(=O)(=O)N2CCC3(CC2)OCCO3)ccc1F
-0.1 | O=C(Oc1cccc2ccccc12)c1ccccc1
-2.1 | S=C(Nc1ccc2nc(-c3ccccn3)c(-c3ccccn3)nc2c1)N1CCCCCC1
2.5 | CS(=O)(=O)c1nc(S(=O)(=O)c2ccc(Cl)cc2)c(NCCCn2ccnc2)s1
1.7 | COC(=O)[C@]12C[C@H](CC(=O)N3CCN(C(=O)c4ccco4)CC3)C(=O)N(Cc3ccc(Cl)cc3Cl)C1=C[C@H](C(C)C)O[C@@H]2C1CC1
-2.4 | CCOC(=O)Cn1c(COc2ccccc2OC)[n+](C)c2ccccc21
4.5 | C[C@H](NC(=O)[C@H]1N2C(=O)c3ccccc3C2SC1(C)C)C(=O)N1CCCCC1 (stereo partly drawn)
1.8 | CCN(CC)C(=O)Cn1c(=O)n(-c2ccccc2)c(=O)c2c3c(sc21)CCC3
-0.1 | COc1ccc2oc(=O)c(C(=O)Nc3ccccc3-c3ccccc3)cc2c1
-0.1 | S=C1NCN(CCc2ccccc2)CN1
0.6 | COCC(=O)Nc1cc(C)cn(Cc2cccc(C(F)(F)F)c2)c1=O
-1.3 | CC1=NN(C(=O)CCc2ccccc2)C(O)(c2ccncc2)C1 (stereo not drawn)
-0.8 | O=C(O)c1ccc(Nc2nc3c(s2)CCCC3)cc1
-0.1 | CCN(C(=S)NC(=O)C1CC1)c1ccccc1
2.3 | COc1cc(C(=O)NCCC(c2ccccc2)c2ccccc2)cc(OC)c1OC
2.4 | CC[n+]1c(-c2ccccc2)csc1Nc1c(C)n(C)n(-c2ccccc2)c1=O
2.4 | CC(C)S(=O)(=O)C/C(N)=N/OC(=O)c1cc(Cl)cc(Cl)c1

# Looked up by structure from above, three records:
TTR transcr act | Molecule
0.6 | COCC(=O)Nc1cc(C)cn(Cc2cccc(C(F)(F)F)c2)c1=O
2.4 | CC[n+]1c(-c2ccccc2)csc1Nc1c(C)n(C)n(-c2ccccc2)c1=O
-0.1 | CCN(C(=S)NC(=O)C1CC1)c1ccccc1

# More records.
TTR transcr act | Molecule
-0.6 | Cc1ccc(-c2nc(SCC(N)=O)c(C#N)c3c2CCCC3)cc1
-2.0 | COc1ccc(Cc2nnc(NC(=O)Nc3ccc(F)cc3)s2)cc1OC
2.7 | Cc1ccc(SCc2cc(=O)n3[nH]c(C)nc3n2)cc1
2.2 | Cc1ccc(-c2csc3nnc(SCc4csc(C)n4)n23)cc1
-0.3 | c1ccc(CSc2nnc3ccc(-c4ccncc4)nn23)nc1
-0.5 | COC(=O)C[C@@H]1CC[C@H](NC(=O)c2ccc3c(c2)OCO3)[C@@H](CO)O1
0.3 | CCc1ccc(N2NC(=O)/C(=C/C=C/c3ccco3)C2=O)cc1
-0.6 | O=C(Cc1ccc(NC(=O)C2CCN(C(=O)C3CC3)CC2)cc1)Nc1cccc(C(=O)N2CCCCC2)c1
-0.3 | CN(CC(=O)Nc1cccc(F)c1)C(=O)c1ccc(OCC2CCCO2)cc1 (stereo not drawn)
-0.6 | O=C(CC(Nc1ccccc1)c1ccccc1)C1CC1 (stereo not drawn)
3.4 | CC1CCN(C(=O)COC(=O)c2nn(C)c(=O)c3ccccc23)CC1
0.0 | C=CCSc1nnc(-c2cccnc2)o1
-0.9 | O=C1CC(c2cccs2)CC2=C1C(c1ccccc1)n1ncnc1N2 (stereo not drawn)
1.8 | O=C(O)c1ccc(N=N/C(=N\Nc2ccc(C(=O)O)cc2)c2ccccc2)cc1
1.0 | O=C(CSc1ncn[nH]1)Nc1cc(S(=O)(=O)N2CCCC2)ccc1Cl

# 5 structures out of the list, arranged by number of heavy atoms, smallest number first.
TTR transcr act | Molecule
-0.6 | O=C(CC(Nc1ccccc1)c1ccccc1)C1CC1 (stereo not drawn)
1.0 | O=C(CSc1ncn[nH]1)Nc1cc(S(=O)(=O)N2CCCC2)ccc1Cl
-0.3 | CN(CC(=O)Nc1cccc(F)c1)C(=O)c1ccc(OCC2CCCO2)cc1 (stereo not drawn)
1.8 | O=C(O)c1ccc(N=N/C(=N\Nc2ccc(C(=O)O)cc2)c2ccccc2)cc1
-0.6 | O=C(Cc1ccc(NC(=O)C2CCN(C(=O)C3CC3)CC2)cc1)Nc1cccc(C(=O)N2CCCCC2)c1

# More compounds follow.
TTR transcr act | Molecule
-1.6 | COc1ccc(-c2cc(C(=O)NCc3ccc(Cl)cc3)no2)cc1OC
-1.4 | COc1cccc(/C=N/NC(=O)c2ccc(N(C)S(=O)(=O)c3ccccc3)cc2)c1OC
1.9 | CC(C)N1CCC(NC(=O)NC2CCCCC2)CC1
1.6 | CC(=NCc1ccccc1)c1ccccc1O
-0.2 | FC(F)(F)c1ccccc1NC(=S)N/N=C1\CC2CC=CC12 (stereo not drawn)
0.7 | CCc1ccc(C(=O)C(C)OC(=O)c2nc3nc(C)cc(C)n3n2)cc1 (stereo not drawn)
-1.4 | O=C(Nc1ccc(S(=O)(=O)Nc2nccs2)cc1)c1nn(-c2ccccc2)ccc1=O
5.8 | CCOC(=O)c1c(SC)[nH]c2c(Cl)cccc2c1=O
-2.8 | CCN1C(=O)N/C(=C/c2ccc(C)o2)C1=O
-0.6 | Cn1c(=O)c2c(Nc3ccc(F)cc3)cc(=O)n(-c3ccccc3)c2n(C)c1=O
-2.8 | c1ccc(Cn2cc(-c3cccnc3)cn2)cc1
2.6 | O=C(CSc1nccc(=O)[nH]1)NC1CCCC1
-1.2 | COC(=O)c1sc(C(F)(F)F)c(-c2ccccc2)c1S(=O)(=O)N1CCOCC1
0.7 | Cc1ccc(CN2CCN(Cc3ccc(OC(C)C)cc3)CC2CCO)o1 (stereo not drawn)
-2.5 | CC(C)Cn1c(N)c(C(=O)CSc2ncn[nH]2)c(=O)n(C)c1=O
-0.4 | O=C(CSc1ccc([N+](=O)[O-])cc1)c1ccccc1
2.0 | CC(=O)c1cc(CN2CCN(C3CCN(C(C)C)CC3)C(CCO)C2)cs1 (stereo not drawn)
-4.8 | CN(Cc1cccs1)C(=O)Cc1csc(-c2ccccc2)n1
0.8 | COCCNC(=O)C1(C)CCCN(C(=O)c2ccc(C)c(F)c2)C1 (stereo not drawn)
-0.5 | Cc1cccc(NC(=O)Cc2nnc(NC(=O)Nc3ccccc3F)s2)c1
0.3 | Cc1cc(C)n2c(NC3CCCC3)c(-c3cc4ccccc4o3)nc2n1
-2.9 | CCOC(=O)N1CCC(NC(=O)c2ccc3c(c2)N(C)C(=O)/C(=C/c2cccc(OC)c2)S3)CC1
-1.2 | O=C(COc1ccccc1[N+](=O)[O-])Nc1ccccc1N1CCCC1
-2.3 | CCOc1ncccc1C(=O)OCC(=O)Nc1ccc(S(=O)(=O)N2CCCC2)cc1
1.8 | Cn1ccnc1CN1CCN(C(=O)c2cc(COc3ccc(F)c(F)c3)on2)CC1
1.5 | Cc1ccc(S(=O)(=O)N2CCN(C(=O)COC(=O)COc3ccccc3)CC2)cc1
-0.2 | Cc1cc(C)n(-c2cc(Cl)ccc2[N+](=O)[O-])n1
0.4 | COc1ccc(C2CC3(O)NC(=O)C(C#N)(C3C)C2(C#N)C#N)cc1 (stereo not drawn)
-1.5 | CC(=O)c1sc(NC(=O)c2ccccc2F)nc1C
-1.0 | Cc1coc2c(C)c3oc(=O)c(CCC(=O)N4C[C@H]5C[C@@H](C4)c4cccc(=O)n4C5)c(C)c3cc12

# In another format: results already given.
> c1ccc(CSc2nnc3ccc(-c4ccncc4)nn23)nc1
  TTR transcr act: -0.3
> COC(=O)C[C@@H]1CC[C@H](NC(=O)c2ccc3c(c2)OCO3)[C@@H](CO)O1
  TTR transcr act: -0.5
> CCc1ccc(N2NC(=O)/C(=C/C=C/c3ccco3)C2=O)cc1
  TTR transcr act: 0.3

# Further compounds.
TTR transcr act | Molecule
2.3 | CCSC(=O)N1c2ccc(OC)cc2C=CC1C#N (stereo not drawn)
-1.3 | Cc1nc(NC(=O)c2ccccc2O)sc1C
-1.5 | CC(C)(C)NC(=O)/C=C/c1ccc(C(F)(F)F)cc1
-0.5 | NCC(O)COc1ccc2c(c1)OCO2 (stereo not drawn)
-0.9 | CC(=O)OCP(C)(=O)COC(C)=O
-0.2 | Cc1ccc(S(=O)(=O)N2C[C@H]3[C@H]4C(=O)N(C)C(=O)[C@H]4CC(=O)[C@H]3[C@@H]2c2ccccc2Cl)cc1
-0.4 | COc1ccc(CCNCC(=O)Nc2ccc(C)c(S(=O)(=O)N(C)C)c2)cc1OC
0.0 | CCOC(=O)c1ccc(NC(=S)N2CCN(C)CC2)cc1
-0.6 | O=C(COC(=O)c1cccc(F)c1)Nc1cccnc1Cl
-0.5 | CCOC(=O)C1(CC2CC2)CCN(Cc2cn[nH]c2-c2cccc(F)c2)CC1
0.3 | O=C(Nc1cccc(Cl)c1N1CCOCC1)c1cccnc1
-0.4 | CCOc1ccc(Br)cc1S(=O)(=O)Nc1ccc(Cl)c(S(=O)(=O)N(C)C)c1
-1.2 | Cc1ccc(OCc2n[nH]c(=S)n2Cc2ccccc2)cc1
1.9 | CCC(Sc1nc(N)c(NC(=O)c2ccco2)c(=O)[nH]1)C(=O)O (stereo not drawn)
2.7 | O=C(Nc1ccc(Br)cc1Br)c1cccc2c1C(=O)N(C1CCCCC1)C2
0.5 | CC1=C(C(=O)Nc2ccc(C)cc2)C(c2ccc(N(C)C)cc2)NC(=O)N1 (stereo not drawn)
0.4 | CCOC(=O)c1ccc(N=C2C(=S)N(c3ccc(C(=O)OCC)cc3)C(=N)N2/N=C/c2ccccc2)cc1
-1.1 | Nc1nn(-c2ccccc2)c(N)c1N=Nc1ccccc1
-1.6 | C#CCNC(=O)C[C@H]1C(=O)N(CC=C)C2=CCCC[C@@]21C(=O)OCC
3.2 | CCOC(=O)N1CCN(c2nc3ccccc3n3cnnc23)CC1
-1.6 | O=C(O)[C@H](Cc1ccccc1)NC(=O)N1CCN(c2ccc(F)cc2)CC1
-2.2 | Cc1ccc(C(=O)Nc2ccccc2C(=O)NCc2ccco2)cc1S(=O)(=O)N1CCCCC1
-1.5 | CN(C(=O)COC(=O)C1CCN(S(=O)(=O)c2ccc3c(c2)OCCO3)CC1)c1ccccc1
0.8 | CCOC(=O)/C(=N\Nc1ccccc1)P(=O)(c1ccccc1)c1ccccc1
0.3 | Cc1ccc(S(=O)(=O)N(C)C[C@H]2OCc3cnnn3CCCC(=O)N([C@H](C)CO)C[C@H]2C)cc1
-1.7 | CCn1c(=O)n(CC)c2cc(N3CCCC3)c(NC(=O)c3ccc(C)c([N+](=O)[O-])c3)cc21
1.2 | c1ccc(-c2nc[nH]c2-c2ccccc2)cc1
-0.8 | COC(=O)[C@@H]1[C@H](O[Si](C)(C)C(C)(C)C)C2OC2C[C@H]1S(=O)(=O)c1ccccc1 (stereo partly drawn)
1.9 | CC(C)CC1C2C(=O)N(c3ccccc3)C(=O)C2ON1c1ccccc1 (stereo not drawn)
-1.3 | COc1ccc(/C=N/NC(=O)COc2ccc(Cl)cc2Cl)cc1Cn1nc(C)cc1C
-3.5 | Cc1ccc(Nc2nnc(SCc3ccccc3)s2)cc1
6.8 | CCc1cc(C(=O)NNC(=S)NCc2ccccc2)cs1
-0.7 | CSc1nc2ccc(NC(=O)c3c(-c4ccccc4)noc3C)cc2s1
0.3 | COc1ccc(S(=O)(=O)N2CCC(C(N)=O)CC2)cc1
2.0 | O=C(c1cc(-c2ccncc2)nc2ccc(Br)cc12)N1CCN(Cc2ccc3c(c2)OCO3)CC1
3.0 | Cc1ccc(C(=O)NNC(=S)Nc2cccc3ccccc23)s1

# A portion of the library; the hit share may differ from the screen's.
